NFkB SMM = binders of NF-kB p50 subunit, primary screen, biochemical, small molecule microarray, anti-His fluorescence. anti-His fluorescence binding. calls only. actives 1.3% (n = 17,000);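 active = spot fluorescence over background significantly raised, with a chance value under 7% in all four replicate spots of the compound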;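 also: probe protein is his-tagged human p50 processed subunit at 1 µg/ml; raw spot fluorescence signals with no normalization applied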
Target sequence (P19838 1-433 limits assumed): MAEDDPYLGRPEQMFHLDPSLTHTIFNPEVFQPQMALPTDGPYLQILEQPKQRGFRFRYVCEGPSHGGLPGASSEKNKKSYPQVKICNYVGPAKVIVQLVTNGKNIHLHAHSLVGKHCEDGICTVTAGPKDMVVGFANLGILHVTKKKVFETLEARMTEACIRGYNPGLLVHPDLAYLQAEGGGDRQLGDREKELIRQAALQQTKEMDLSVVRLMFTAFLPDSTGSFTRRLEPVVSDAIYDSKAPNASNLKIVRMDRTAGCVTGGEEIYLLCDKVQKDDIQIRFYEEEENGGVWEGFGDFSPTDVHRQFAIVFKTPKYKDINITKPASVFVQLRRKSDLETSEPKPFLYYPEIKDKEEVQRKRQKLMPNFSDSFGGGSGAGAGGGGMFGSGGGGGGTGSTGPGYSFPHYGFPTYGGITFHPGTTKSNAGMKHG
Calls only; i = inactive. Some of the compounds tested (hit frequency here may not be typical).

The first 3 entries, ahead of the listing:
SMILES	NFkB SMM
C[C@@H]1CC[C@]2(C(=O)O[C@@H]3O[C@H](CO)[C@@H](O)[C@H](O)[C@H]3O)CC[C@]3(C)C(=CCC4[C@@]5(C)C[C@@H](O)[C@H](O)C(C)(C)C5CC[C@]43C)C2[C@]1(C)O (some centres undefined)	i
COc1ccc(NC(=O)N(C)C[C@H]2Oc3c(cccc3N(C)C)C(=O)N([C@H](C)CO)C[C@H]2C)cc1	i
C[C@H](CO)N1C[C@H](C)[C@H](CN(C)C(=O)NC2CCCCC2)Oc2ccc(NC(=O)Nc3ccc(F)cc3)cc2CC1=O	i

The listing, repeating the preview:
SMILES	NFkB SMM
C[C@@H]1CC[C@]2(C(=O)O[C@@H]3O[C@H](CO)[C@@H](O)[C@H](O)[C@H]3O)CC[C@]3(C)C(=CCC4[C@@]5(C)C[C@@H](O)[C@H](O)C(C)(C)C5CC[C@]43C)C2[C@]1(C)O (some centres undefined)	i
COc1ccc(NC(=O)N(C)C[C@H]2Oc3c(cccc3N(C)C)C(=O)N([C@H](C)CO)C[C@H]2C)cc1	i
C[C@H](CO)N1C[C@H](C)[C@H](CN(C)C(=O)NC2CCCCC2)Oc2ccc(NC(=O)Nc3ccc(F)cc3)cc2CC1=O	i
COc1ccc(S(=O)(=O)Nc2ccc3c(c2)C(=O)N([C@@H](C)CO)C[C@@H](C)[C@H](CN(C)S(=O)(=O)c2ccccc2)O3)cc1	i
O=C(NCC1CCCO1)c1ccccc1S(=O)(=O)c1ccc([N+](=O)[O-])cc1 (centres undefined)	i
CCOC(=O)c1c(NC(=S)N(C)Cc2c(C)nn(C)c2C)sc2c1CCCCCC2	i
OC1C=CC(O)C23OC12C(O)C=CC31Oc2cccc3cccc(c23)O1 (centres undefined)	i
C[C@@H]1CN([C@@H](C)CO)C(=O)c2cc(NS(=O)(=O)c3ccc(Cl)cc3)ccc2O[C@H]1CN(C)C(=O)Nc1ccc(F)cc1	i
CS(=O)(=O)N(CC(=O)Nc1ccccc1C(F)(F)F)C1CCCCC1	i
O=C(CSc1ncnc2nc[nH]c12)N1CCOCC1	i
C[C@@H]1CCCCO[C@@H](CN(C)C(=O)C2CCCCC2)[C@@H](C)CN([C@@H](C)CO)C(=O)c2cc(N(C)C)ccc2O1	i
CNC[C@@H]1OCCCC[C@@H](C)Oc2ccc(NC(=O)C3CCCCC3)cc2C(=O)N([C@H](C)CO)C[C@H]1C	i
C[C@@H]1CN([C@H](C)CO)C(=O)CCCn2nncc2CO[C@@H]1CN(C)S(=O)(=O)c1ccc2ccccc2c1	i
C[C@@H]1CN([C@@H](C)CO)C(=O)c2cc(NS(=O)(=O)c3ccccc3)ccc2O[C@@H](C)CCCCO[C@@H]1CN(C)C(=O)c1ccncc1	i
Cc1noc(C)c1NC(=O)N(C)C[C@H]1Oc2ccc(NC(=O)Cc3ccccc3)cc2C(=O)N([C@H](C)CO)C[C@@H]1C	i
COc1c(CO)c(O)cc2c1C(=O)CCC2O (centres undefined)	i
COc1ccc(NC(=O)Nc2cccc3c2O[C@H](CN(C)S(=O)(=O)c2ccc(Cl)cc2)[C@H](C)CN([C@H](C)CO)C3=O)cc1	i
C[C@H](CO)N1C[C@H](C)[C@H](CN(C)S(=O)(=O)c2ccc(F)cc2)Oc2c(NS(=O)(=O)c3ccc(F)cc3)cccc2C1=O	i
CC(C)NC(=O)N(C)C[C@H]1Oc2ccc(NC(=O)CCC(F)(F)F)cc2C(=O)N([C@H](C)CO)C[C@H]1C	i
C[C@H](CO)N1C[C@H](C)[C@@H](CN(C)Cc2ccc3c(c2)OCO3)OCCCC[C@H](C)Oc2ccc(NC(=O)CCC(F)(F)F)cc2C1=O	i
COC(=O)c1ccccc1-n1c(CCC(=O)O)ccc1-c1ccccc1	i
Cn1ccnc1SCC(=O)Nc1cccc(F)c1	i
O=C(NCc1c(OC(=O)c2ccccc2[N+](=O)[O-])ccc2ccccc12)c1ccccc1	i
C=CCNC(=O)[C@H]1[C@@H]2C(=O)O[C@@H](c3ccccc3)[C@@H](c3ccccc3)N2[C@@H](c2ccccc2OCCO)[C@]12C(=O)N(C(=O)OCCOC)c1ccc(C#Cc3ccc(OC)cc3)cc12	i
C[C@@H]1CN([C@@H](C)CO)C(=O)c2cc(NC(=O)NC3CCCCC3)ccc2O[C@H]1CN(C)C(=O)NC1CCCCC1	i
CC(=O)O[C@]1(C(C)=O)CC[C@H]2[C@@H]3C=C(C)C4=CC(=O)CC[C@]4(C)[C@H]3CC[C@@]21C	i
C[C@@H]1CCCCO[C@@H](CN(C)C(=O)Cc2ccccc2)[C@H](C)CN([C@@H](C)CO)C(=O)c2cc(NC(=O)c3ccncc3)ccc2O1	i
C[C@H](CO)N1C[C@H](C)[C@H](CN(C)C(=O)OCc2ccccc2)OCc2cn(nn2)CCCC1=O	i
COC(=O)c1c(C)oc2cc(Br)c(OCC(=O)c3ccc(F)cc3)cc12	i
COc1ccc(CN(C)C[C@H]2Oc3ccc(NS(=O)(=O)c4ccc(Cl)cc4)cc3C(=O)N([C@H](C)CO)C[C@H]2C)cc1	i
COc1ccccc1NC(=O)N(C)C[C@H]1OCc2cnnn2CCCC(=O)N([C@H](C)CO)C[C@@H]1C	i
C[C@H](CO)N1C[C@H](C)[C@H](CN(C)Cc2ccc3c(c2)OCO3)Oc2ccc(NC(=O)C3CC3)cc2CC1=O	i
COC(=O)c1c2oc(c1C(=O)OC)C(=O)N(C)Cc1cn(nn1)C[C@@H](Cc1ccccc1)NC(=O)N[C@H](CO)CC2	i
COc1ccc(S(=O)(=O)N(C)C[C@@H]2Oc3ccc(NC(=O)Nc4cccc5ccccc45)cc3C(=O)N([C@H](C)CO)C[C@H]2C)cc1	i
C[C@H]1CN([C@@H](C)CO)C(=O)c2cc(NC(=O)c3ccncc3)ccc2O[C@@H]1CN(C)C(=O)Nc1ccc2c(c1)OCO2	i
COc1ccc(S(=O)(=O)Nc2ccc3c(c2)C(=O)N([C@H](C)CO)C[C@@H](C)[C@@H](CN(C)C)OCCCC[C@H](C)O3)cc1	i
c1ccc2[nH]c(NCCN3CCOCC3)nc2c1	i
Cc1ccc(S(=O)(=O)Nc2ccc3c(c2)C(=O)N([C@@H](C)CO)C[C@H](C)[C@@H](CN(C)Cc2ccc(C(F)(F)F)cc2)OCCCC[C@H](C)O3)cc1	i
CNC[C@H]1OCCCC[C@@H](C)Oc2ccc(N(C)C)cc2C(=O)N([C@@H](C)CO)C[C@H]1C	i
C[C@@H]1CN([C@@H](C)CO)C(=O)Cc2cc(NC(=O)Nc3ccc4c(c3)OCO4)ccc2O[C@H]1CN(C)C(=O)NC1CCCCC1	i
C[C@H]1CN([C@@H](C)CO)C(=O)c2cc(NC(=O)CCCN(C)C)ccc2O[C@@H]1CN(C)C(=O)Nc1cccc2ccccc12	i
Cc1noc(C)c1NC(=O)N(C)C[C@H]1Oc2ccc(NC(=O)Nc3ccc(F)cc3)cc2C(=O)N([C@H](C)CO)C[C@@H]1C	i
Cc1ccc(S(=O)(=O)N[C@@H]2CCCN(Cc3ccc(OCCO)cc3)C2)cc1	i
O=C1O[C@@H](c2ccccc2)[C@@H](c2ccccc2)N2[C@@H](c3ccc(O)cc3)[C@]3(C(=O)Nc4ccc(C#CC5(O)CCCCCC5)cc43)[C@@H](C(=O)N3CCN(c4ncccn4)CC3)[C@H]12	i
COc1ccc(S(=O)(=O)N(C)C[C@@H]2Oc3c(NC(=O)c4cnccn4)cccc3C(=O)N([C@H](C)CO)C[C@H]2C)cc1	i
Cc1ccc(C(=O)CC2(O)C(=O)N(Cc3cccc4ccccc34)c3ccccc32)cc1 (centres undefined)	i
C[C@H](CO)N1C[C@H](C)[C@H](CN(C)Cc2ccc3c(c2)OCO3)Oc2ncc(-c3cc4ccccc4o3)cc2C1=O	i
C[C@@H]1CN([C@H](C)CO)C(=O)c2cccc(NC(=O)c3cnccn3)c2O[C@H]1CN(C)CC1CC1	i
Cc1noc(C)c1NC(=O)N(C)C[C@@H]1OCCCC[C@@H](C)Oc2ccc(NC(=O)Cc3ccccc3)cc2C(=O)N([C@@H](C)CO)C[C@@H]1C	i
O=[N+]([O-])c1cccc(-c2nn(-c3ccccc3)cc2CNCc2ccccc2)c1	i
Other compounds follow.
SMILES	NFkB SMM
C[C@@H]1CN([C@@H](C)CO)C(=O)Cc2cc(NC(=O)CCC(F)(F)F)ccc2O[C@@H]1CN(C)C(=O)Nc1cccc2ccccc12	i
COCCCN1C(=O)[C@@]2(Cc3ccccc31)c1ccccc1C(=O)N(C1CCCCC1)[C@H]2c1ccc(CO)cc1	i
C[C@@H]1CN([C@H](C)CO)C(=O)Cc2cc(NC(=O)Nc3ccc4c(c3)OCO4)ccc2O[C@@H]1CN(C)C(=O)Nc1cccc2ccccc12	i
C[C@@H]1CN([C@H](C)CO)C(=O)c2cccc(NC(=O)c3ccncc3)c2O[C@H]1CN(C)Cc1ccc(Cl)c(Cl)c1	i
C/C(=C\Cc1c(O[C@@H]2O[C@H](CO)[C@@H](O)[C@H](O)[C@H]2O)ccc2ccc(=O)oc12)CO	i
CCC(C)C(=O)OC1CC(C)C=C2C=CC(C)C(CCC(O)CC(O)CC(=O)O)C21 (centres undefined)	i
C[C@@H]1CN([C@@H](C)CO)C(=O)Cc2cc(NC(=O)Cn3cnnn3)ccc2O[C@@H]1CN(C)C(=O)Nc1ccc(F)cc1	i
C[C@H]1CN([C@@H](C)CO)C(=O)c2cccc(NS(=O)(=O)c3cn(C)cn3)c2O[C@@H]1CN(C)C(=O)Nc1ccc(C(F)(F)F)cc1	i
COc1ccc(CN(C)C[C@H]2OCCCC[C@@H](C)Oc3ccc(NS(=O)(=O)c4ccc(C)cc4)cc3C(=O)N([C@H](C)CO)C[C@@H]2C)cc1	i
C[C@H]1CN([C@@H](C)CO)C(=O)c2cc(N(C)C)ccc2O[C@@H]1CN(C)C(=O)Nc1ccc2c(c1)OCO2	i
C[C@@H]1CN([C@@H](C)CO)C(=O)Cc2cc(NC(=O)Nc3cccc4ccccc34)ccc2O[C@@H]1CN(C)Cc1ccncc1	i
C[C@H]1CCCCO[C@@H](CN(C)C(=O)Nc2ccccc2)[C@@H](C)CN([C@@H](C)CO)C(=O)c2cc(NC(=O)c3ccncc3)ccc2O1	i
COC(=O)CCSc1nc2sc3c(c2c(=O)n1-c1cccc(C)c1)CC(C)(C)OC3	i
COc1ccc(NC(=O)Nc2cccc3c2O[C@@H](CN(C)S(=O)(=O)c2ccc(Cl)cc2)[C@@H](C)CN([C@@H](C)CO)C3=O)cc1	i
C[C@H](CO)N1C[C@H](C)[C@H](CN(C)Cc2ccccc2)OCc2cnnn2CCCC1=O	i
CNC[C@@H]1Oc2c(NC(=O)NC3CCCCC3)cccc2C(=O)N([C@@H](C)CO)C[C@@H]1C	i
COc1cccc2c1C(=O)c1ccc3c(c1C2=O)C(=O)CC(C)(O)C3 (centres undefined)	i
COc1ccc([C@@H](OC(=O)Nc2ccc(SC)cc2)[C@@H](CCO)OC)cc1O	i
COc1ccc(CN(C)C[C@@H]2Oc3ccc(NS(=O)(=O)c4ccc(Cl)cc4)cc3CC(=O)N([C@H](C)CO)C[C@H]2C)cc1	i
C[C@@H]1CN([C@@H](C)CO)C(=O)c2cc(NS(=O)(=O)c3ccc(Cl)cc3)ccc2O[C@H]1CN(C)C(=O)NC1CCCCC1	i
C[C@H]1CCCCO[C@H](CN(C)C(=O)C2CCCCC2)[C@@H](C)CN([C@@H](C)CO)C(=O)c2cc(N(C)C)ccc2O1	i
CCOc1ccccc1OCC(=O)Nc1ccccc1[N+](=O)[O-]	i
C=C1C[C@@]23CC[C@@H]4[C@](C)(C(=O)O)CCC[C@@]4(C)C2=CC[C@H]1C3	i
CCO[C@H]1OC(C(=O)N2CCN(Cc3ccc4c(c3)OCO4)CC2)=C[C@@H](c2ccc(Br)cc2)[C@@H]1CCCO	i
C[C@@H]1CN([C@@H](C)CO)C(=O)Cc2cc(NC(=O)CCC(F)(F)F)ccc2O[C@H]1CN(C)CC1CC1	i
C[C@H](CO)N1C[C@H](C)[C@H](CN(C)C(=O)Nc2ccccc2)OCCCC[C@H](C)Oc2ccc(NC(=O)C3CCCCC3)cc2C1=O	i
COc1ccc(CC(=O)Nc2cccc(C(=O)O)c2)cc1OC	i
C[C@H](CO)N1C[C@H](C)[C@@H](CN(C)S(=O)(=O)c2ccccc2)Oc2c(NC(=O)NC3CCCCC3)cccc2C1=O	i
COc1cc(C2c3c(cc(OC)c(O)c3O)CC(CO)C2CO[C@@H]2O[C@H](C(=O)O)[C@@H](O)[C@H](O)[C@H]2O)cc(OC)c1O (some centres undefined)	i
C[C@H](CO)N1C[C@H](C)[C@H](CN(C)C(=O)CCCN(C)C)OCCCC[C@H](C)Oc2ccc(NC(=O)Nc3cccc4ccccc34)cc2C1=O	i

In another format: entries from further up.
COc1ccc(S(=O)(=O)N(C)C[C@@H]2Oc3c(NC(=O)c4cnccn4)cccc3C(=O)N([C@H](C)CO)C[C@H]2C)cc1
  NFkB SMM = i
Cc1ccc(C(=O)CC2(O)C(=O)N(Cc3cccc4ccccc34)c3ccccc32)cc1 (centres undefined)
  NFkB SMM = i
C[C@H](CO)N1C[C@H](C)[C@H](CN(C)Cc2ccc3c(c2)OCO3)Oc2ncc(-c3cc4ccccc4o3)cc2C1=O
  NFkB SMM = i
C[C@@H]1CN([C@H](C)CO)C(=O)c2cccc(NC(=O)c3cnccn3)c2O[C@H]1CN(C)CC1CC1
  NFkB SMM = i

(further entries)
SMILES	NFkB SMM
COc1cc(C(C)=O)ccc1O[C@@H]1O[C@H](CO)[C@@H](O)[C@H](O)[C@H]1O	i
C[C@@H]1CCCCO[C@H](CN(C)Cc2ccc3c(c2)OCO3)[C@H](C)CN([C@@H](C)CO)C(=O)c2cc(NC(=O)Cc3ccccc3)ccc2O1	i
Cc1noc(C)c1S(=O)(=O)Nc1ccc2c(c1)C(=O)N([C@@H](C)CO)C[C@@H](C)[C@H](CN(C)Cc1ccccc1)O2	i
C=CCN1C(=O)[C@@]2(O[C@@H](CCn3cc(CCO)nn3)[C@H]([Si](C)(C)c3ccc(OC)cc3)[C@H]2C)c2ccccc21	i
C[C@@H]1CN([C@@H](C)CO)C(=O)c2cccc(NC(=O)Nc3cccc4ccccc34)c2O[C@H]1CN(C)S(=O)(=O)c1ccc(Cl)cc1	i
